phage Ecoli inh = E. coli growth loss with phage present. growth absorbance. inhibition, % at 11.9 µM. actives 0.26% (n = 360,000); in the data active means inhibition above about 11%
* = called active by the depositor.

The opening 12 records (preview)
SMILES	phage Ecoli inh
CC1(c2nc3ccccc3[nH]2)CCC(=O)N1C1CC1 (centres undefined)	2.3
CN(C)C1CN(Cc2cn(Cc3ccc(Cl)cc3)nn2)S(=O)(=O)C1 (centres undefined)	2.1
NC(Cc1ccc(Cl)cc1)c1csc(NC(=O)Nc2ccccc2)n1 (centres undefined)	0.9
CCOC(=O)[C@]12CCC=C1N(CCC1=CCCCC1)C(=O)[C@H](CC(=O)N1CCN(C(=O)c3ccco3)CC1)C2	-0.7
CC(C)(C)NC(=O)C(c1cccc2ccccc12)n1c(=O)c(-c2cc3ccccc3[nH]2)nc2ccccc21 (centres undefined)	0.2
C[C@@H]1CN([C@@H](C)CO)C(=O)CCCn2cc(nn2)CO[C@H]1CN(C)C(=O)Nc1ccc2c(c1)OCCO2	3.3
Cc1ccc(S(=O)(=O)N2[C@@H](c3cccc(Cl)c3)C(C(=O)OC(C)(C)C)=CC[C@H]2c2cccc(Cl)c2)cc1	2.0
Cc1cc(Oc2cccc3c2S(=O)(=O)N([C@H](C)c2ccccc2)C[C@@H](COCc2ccccc2)O3)cc(C)c1C	4.7
Cc1cc(Br)cn2c(Cc3ccccc3C(F)(F)F)c(-c3ccc(Cl)cc3)nc12	0.1
Cc1[nH]nc2c1C(c1ccccc1)N(Cc1ccccc1)C2=O (centres undefined)	4.7
CCOC(=O)[C@]12CCCC=C1N(Cc1ccccc1)C(=O)[C@H](CC(=O)N1CCN(C(=O)c3ccco3)CC1)C2	2.2
O=C(N1CCOCC1)C12OC3CC(CC(C3)O1)O2	4.9

The whole of this part (from the top)
SMILES	phage Ecoli inh
CC1(c2nc3ccccc3[nH]2)CCC(=O)N1C1CC1 (centres undefined)	2.3
CN(C)C1CN(Cc2cn(Cc3ccc(Cl)cc3)nn2)S(=O)(=O)C1 (centres undefined)	2.1
NC(Cc1ccc(Cl)cc1)c1csc(NC(=O)Nc2ccccc2)n1 (centres undefined)	0.9
CCOC(=O)[C@]12CCC=C1N(CCC1=CCCCC1)C(=O)[C@H](CC(=O)N1CCN(C(=O)c3ccco3)CC1)C2	-0.7
CC(C)(C)NC(=O)C(c1cccc2ccccc12)n1c(=O)c(-c2cc3ccccc3[nH]2)nc2ccccc21 (centres undefined)	0.2
C[C@@H]1CN([C@@H](C)CO)C(=O)CCCn2cc(nn2)CO[C@H]1CN(C)C(=O)Nc1ccc2c(c1)OCCO2	3.3
Cc1ccc(S(=O)(=O)N2[C@@H](c3cccc(Cl)c3)C(C(=O)OC(C)(C)C)=CC[C@H]2c2cccc(Cl)c2)cc1	2.0
Cc1cc(Oc2cccc3c2S(=O)(=O)N([C@H](C)c2ccccc2)C[C@@H](COCc2ccccc2)O3)cc(C)c1C	4.7
Cc1cc(Br)cn2c(Cc3ccccc3C(F)(F)F)c(-c3ccc(Cl)cc3)nc12	0.1
Cc1[nH]nc2c1C(c1ccccc1)N(Cc1ccccc1)C2=O (centres undefined)	4.7
CCOC(=O)[C@]12CCCC=C1N(Cc1ccccc1)C(=O)[C@H](CC(=O)N1CCN(C(=O)c3ccco3)CC1)C2	2.2
O=C(N1CCOCC1)C12OC3CC(CC(C3)O1)O2	4.9
COc1ccc(Cc2c(-c3ccc(C)cc3)nc3ccc(Cl)cn23)c(C)c1	0.9
COc1ccc(S(=O)(=O)NC(=O)C2(C)CCN2C(=O)COc2ccc(Cl)cc2)cc1OC (centres undefined)	-1.6
O=C(Nc1ccccc1)c1cc(C2CCCCN2S(=O)(=O)Cc2cccc(C(F)(F)F)c2)on1 (centres undefined)	-0.8
COc1ccccc1CNC(=O)C1(C)CCN1Cc1ccc2ccccc2c1 (centres undefined)	4.0
COC(=O)Cc1ccc(OC2(C)CCN(Cc3csc4ccccc34)C2)cc1 (centres undefined)	3.4
Cc1cnc(NC(=O)C2(C)CCN2C(=O)C(C)C)s1 (centres undefined)	2.1
CCOC(=O)[C@]12CCCC=C1N(Cc1cccc3ccccc13)C(=O)[C@H](CC(=O)N1CCOCC1)C2	-2.3
CCCCC[C@H](C)N1C[C@@H](COCc2ccccc2)Oc2cc(N3CC[C@@H](N(C)C)C3)ccc2S1(=O)=O	4.5
COC(=O)[C@]12C[C@H](CC(=O)N3CCOCC3)C(=O)N(CCC3=CCCCC3)C1=C[C@H](COCc1ccccc1)O[C@@H]2C	2.2
O=C(CC[C@H]1O[C@@H](n2ccc(=O)[nH]c2=O)[C@H](O)[C@@H]1O)N[C@H](Cc1ccccc1)C(=O)NCC1CCCCC1	2.1
COc1cc(CNC(=O)Nc2nc(C(N)c3ccccc3)cs2)cc(OC)c1OC (centres undefined)	-0.3
OC[C@H]1O[C@@H](c2nc(-c3ccccc3Br)no2)[C@H](O)[C@@H]1O	0.5
CSc1ccc(CN2CCC(C)(Oc3cccc(F)c3)C2)cc1 (centres undefined)	2.4

(list continues)
SMILES	phage Ecoli inh
O=C1c2ccccc2[C@@H]2Cc3csc[n+]3[C@H]12	1.5
CC1CCCCC1NC(=O)C1CCC(CNS(=O)(=O)c2ccc3c(c2)C(C)(C)C(=O)N3C)CC1 (centres undefined)	1.9
CC(=O)OC[C@]12CC[C@H]3[C@@](C)(CC[C@H]4C(C)(C)CCC[C@]34C)[C@@H]1CC(C1=CC(=O)OC1O)O2 (some centres undefined)	3.4
COc1ccc(-c2c(Sc3ccccc3)c3cc(-c4ccc5c(c4)OCO5)ccc3n2C)cc1	2.6
CC1(Cc2cccc(C(N)=O)c2)C(=O)Nc2c(Cl)cccc21 (centres undefined)	2.5
COC(=O)C1=C(C)N(Cc2ccccc2C(F)(F)F)C(=NCc2ccc3c(c2)OCO3)NC1c1ccc(C(F)(F)F)cc1 (centres undefined)	7.2
CCOC1=C2CN(S(=O)(=O)c3ccc(C)cc3)[C@H](c3cccs3)C[C@H]2n2c(=O)n(-c3ccccc3)c(=O)n2C1	2.6
CC(=O)Nc1cc(-c2cccc(C(=O)N(C)C)c2)cn2c(-c3cccc(C(F)(F)F)c3)cnc12	0.4
CC(C)c1ccc(NC(=O)C2(C)Cc3c(-c4cccc(C(F)(F)F)c4)ccnc3O2)cc1 (centres undefined)	0.8
CC(C)(C)OC(=O)N1CCCN(C(c2cc3ccccc3o2)c2nnnn2C(C)(C)C)CC1 (centres undefined)	3.8
CC1(C(=O)NS(C)(=O)=O)CCN1C(=O)C/C=C/c1ccccc1 (centres undefined)	3.9
COC(=O)[C@]12CCCCC=C1N(CCc1ccc(OC)c(OC)c1)C(=O)[C@H](CC(=O)NCCC(C)C)C2	0.6
OC(c1ccc(CN2CCCCC2)cc1)c1ncc(-c2ccccc2F)[nH]1 (centres undefined)	1.1
O=C(NCC1CCCCC1)c1csc([C@@H]2O[C@H](CO)[C@H](O)[C@H](O)[C@H]2O)n1	1.2
CCNC(=O)C1(C)CCCN(Cc2ccc(Oc3ccccc3)cc2)C1 (centres undefined)	-1.0
CC1(C(=O)NCc2ccccc2Br)CCN1C(=O)Cc1ccc(-c2ccccc2)cc1 (centres undefined)	0.6
CCNC(=O)C1(C)CCN(C(=O)c2ccc3c(c2)CCO3)C1 (centres undefined)	1.9
COc1ccc(Cl)cc1-c1cc(C(=O)NCc2cc(C(F)(F)F)cc(C(F)(F)F)c2)[nH]n1	2.9
COc1cccc(C(NC(C)=O)c2nc(-c3ccc(F)cc3OC)cs2)c1 (centres undefined)	4.5
COc1ccc(OC)c(CN2C(=O)CSCC2(C)C(=O)NCc2ccccc2)c1 (centres undefined)	-1.0
CC(C)C[C@@H]1Cc2[nH][nH]c(=O)c2[C@H](C(C)C)O1	-3.3
CC(=O)Nc1cccc(-c2cccc3nccn23)c1	1.9
CCCCCNC(=O)C(c1ccc(C(F)(F)F)cc1)n1c(=O)c(-c2ccco2)nc2ccccc21 (centres undefined)	-2.7
CC(=O)NC(c1ccccc1)c1nc(-c2ccccc2)cs1 (centres undefined)	3.7
CC(O)(c1cccc(F)c1)c1nc(-c2cccc(F)c2)cs1 (centres undefined)	5.5

Additional compounds:
SMILES	phage Ecoli inh
O=C1Nc2ccccc2-n2nnnc2C1N1CCN(C(=O)C2CCCO2)CC1 (centres undefined)	-1.0
CCc1nc2c(OCC3CCCCC3)cccn2c1N(C)C(=O)c1ccccc1F	-0.1
CCc1nc2ccc(C(=O)Nc3cccc(OCC(=O)N(C)C)c3)cn2c1N(CC)CCOC	0.0
Nc1nc2cc3c(cc2cc1C(=O)NCc1cccnc1)OCO3	2.3
CCOC1=C2[C@@H](CN(S(=O)(=O)c3ccc(C)cc3)[C@H]2c2ccc(CC)cc2)[C@H]2C(=O)N(C)C(=O)[C@H]2C1	2.7
CCCCNC(=O)C1(C)CCN1C(=O)c1ccc2sccc2c1 (centres undefined)	5.2
CN(C)CCNc1ncnc2c1ncn2[C@H]1CN(Cc2ccc(F)cc2)C[C@@H](CO)O1	3.1
Cc1cc(Br)cn2c(Cc3ccccc3C(F)(F)F)c(-c3ccccc3)nc12	1.2
CSc1ccc(CN2CCC2(C)C(=O)NCc2ccc3c(c2)OCO3)cc1 (centres undefined)	-1.3
O=C(N=Nc1c(O)[nH]c2c(Cl)cc(Cl)cc12)c1ccccc1O	2.0
CCNC(=O)N1CCN(c2ccc(N3CCN(C(=O)NCC)[C@H](C)C3)c(C)c2)[C@@H](C)C1	2.9
Cn1c(=O)c2cc(NC(=S)NC3CC3)ccc2n1Cc1cccc(C(F)(F)F)c1	0.9
CN1CCN(c2ccc(CNC(=O)C3Cc4c(-c5cccc(F)c5)ccnc4O3)cc2)CC1 (centres undefined)	1.4
Cc1ccccc1CN1[C@@H](C)[C@H](c2ccccc2)Oc2cccc(NCC(C)C)c2S1(=O)=O	2.6
C=CCN=C1NC(c2ccc(F)cc2)C(C(=O)OC)=C(C)N1Cc1ccccc1C(F)(F)F (centres undefined)	2.6
CCOC(=O)[C@]12CCCC=C1N(CCC1=CCCCC1)C(=O)[C@H](CC(=O)NCCCOC)C2	-0.6
Cc1ccc(-c2nc3c(C)cc(Br)cn3c2Cc2ccccc2)cc1	3.1
CNc1ncnc2c1ncn2[C@H]1CN(Cc2ccc(-c3ccccc3)cc2)C[C@@H](CO)O1	2.1
CN1C(=O)[C@@](O)(c2cn(C)c3ccccc23)c2cc(Br)ccc21	2.5
CC1(C(=O)NCc2cccc(Cl)c2)Cc2c(-c3ccc(C(N)=O)cc3)ccnc2O1 (centres undefined)	-1.3
CC(C)[C@H](NC(=O)c1ccc(Cl)cc1Cl)C(=O)N1CCC[C@H]1C(=O)NCc1ccccc1	2.0
O=C(NCc1ccc(Cl)c(Cl)c1)c1cc(C2CCCCN2C(=O)CCc2ccccc2)on1 (centres undefined)	2.3
COC(=O)[C@]12CCCCC=C1N(Cc1ccco1)C(=O)[C@H](CC(=O)NCCCN1CCCC1=O)C2	2.5
CCOC(=O)N(C)C[C@@H]1OCc2cn(nn2)CCCC(=O)N([C@H](C)CO)C[C@H]1C	0.9
COC(=O)[C@]12CCCCC=C1N(Cc1cccc3ccccc13)C(=O)[C@H](CC(=O)NCc1cccs1)C2	1.0

Following part
SMILES	phage Ecoli inh
COc1cccc(CC(=O)NCC2CCN(C(=O)C(=O)c3cccs3)CC2)c1	-2.2
Cc1ccc(F)c(S(=O)(=O)NC(=O)C2(C)CCN2C(=O)c2ccc(C3CCCCC3)cc2)c1 (centres undefined)	3.1
CCCCCCN1CCN(C2CN(Cc3cn(Cc4cccc(C(F)(F)F)c4)nn3)S(=O)(=O)C2)CC1 (centres undefined)	1.4
CCOC(=O)C1=CCC(c2cc3ccc(OC)cc3n2C(=O)OC(C)(C)C)NC1 (centres undefined)	1.8
Cc1ccc(S(=O)(=O)N2C[C@H]3C(=O)C[C@@H](c4ccccc4F)N(S(=O)(=O)c4ccc(C)cc4)[C@H]3C[C@H]2c2ccccc2)cc1	0.9
COCCNc1nc(NCc2ccccc2OC)c2sccc2n1	2.1
COc1ccc(NC(=O)C(c2ccc(OC)cc2)n2c(=O)c(-c3cc4ccccc4[nH]3)nc3ccccc32)cc1 (centres undefined)	0.7
CCN(CC)C(=O)c1cccc(-c2csc(C(C)(NC(C)=O)c3ccc(OC)cc3)n2)c1 (centres undefined)	1.6
CC(=O)N1CCCC(C)(C(=O)N(C)Cc2cccc3ccccc23)C1 (centres undefined)	3.8
Cc1cc2nc(C(C)(C)C)c(Cc3ccccc3)n2c(C)c1Br	1.9
COc1ccc(C(=O)NCC2CCN(C(=O)C(=O)c3cc4ccccc4o3)CC2)c(OC)c1	-0.2
C[C@H]1COc2cccc(N3CCC[C@H]3CO)c2S(=O)(=O)N1	1.6
CCc1nc2ccc(C(=O)N3CCN(C(=O)c4ccco4)CC3)cn2c1N(C=O)Cc1ccc(OC)cc1	2.1
C[C@H](NC(=O)[C@@H]1CCCN1C(=O)[C@@H]1CCCN1)c1ccccc1	1.2
COc1ccc(C2=Nc3ccccc3NC(=O)C2N(C(=O)c2ccnc3ccccc23)c2ccccc2)cc1 (centres undefined)	-1.5
COc1ccc([C@H]2CC(=O)C[C@@H](CCn3cccn3)O2)cc1	3.1
Cc1ccc(CN2CC(N3CCN(CCO)CC3)CS2(=O)=O)cc1 (centres undefined)	1.7
O=C1O[C@@H](c2ccccc2)C[C@@H](O)[C@H](O)CCCc2ccccc21	1.3
CC1Cn2c(Cc3ccccc3)nnc2S1 (centres undefined)	1.9
CCOc1ccc(CCN2C(=O)C(=O)N([C@@H](Cc3ccccc3)CN3CCC[C@H]3CN3C(=O)C(=O)NC[C@@H]3Cc3ccc(O)cc3)C[C@@H]2CC(C)C)cc1	0.5
CC(C)(C)c1ccc(C(=O)N2CCC2(C)C(=O)NCc2cccc3ccccc23)cc1 (centres undefined)	3.1
Clc1cccc(CNc2ccn3nc(-c4ccc(OCCN5CCOCC5)cc4)cc3n2)c1	2.5
COCCNC(=O)C1(C)CCCN(Cc2sc(C)nc2C)C1 (centres undefined)	4.8
CC(=O)OC[C@@H]1CN(Cc2ccccc2)C[C@H](n2cnc3c(NC4CCC4)ncnc32)O1	2.6
COc1ccc(C(=O)NCCNc2nc3cc(C)cc(C)c3cc2C#N)cc1	1.9
CC1(C(=O)NS(=O)(=O)c2ccc(Cl)cc2)CCN1C(=O)C/C=C/c1ccccc1 (centres undefined)	1.4
COc1ccc(C(=O)C(=O)N2CCC(c3ccccc3)CC2)cn1	3.3
CC1(C(=O)NS(=O)(=O)c2cccc(Cl)c2)CCN1C(=O)C1CC1 (centres undefined)	2.6
COc1ccc(-c2nc3ccc(C)cn3c2Cc2ccccc2)cc1OC	0.3

Only part of the results is shown; count on the stated rates, not on these rows.
